# Screens as filed in PubChem.
# POLI inh = qHTS for Inhibitors of Polymerase Iota. Pol iota fluorescent replication assay, 10 min. Potency, µM (top dose mostly 115 µM), without a hit: at the highest dose activity, negative = inhibition, usual class: inhibitors. 1% of 390,000 active; note: potency is the fitted concentration of half-maximal effect
#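 Pol iota at 10 nM preincubated 15 min with compounds at room temperature; reaction started with fluorescent substrate, 50 nM final. Fluorescence read kinetically at 0 and 10 min; buffer-only wells as negative control.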
# BLM inh = qHTS Assay for Inhibitors of Bloom's syndrome helicase (BLM). RecQ-like DNA helicase BLM (Homo sapiens), P54132. recombinant BLM DNA unwinding, fluorescence dequenching. Potency, µM (highest dose often 56.1 µM), without a hit: at the highest dose activity change, negative = inhibition, hits mostly inhibitors. 0.2% of 350,000 active;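 note: potency is the fitted concentration of half-maximal effect; plate controls were vehicle for no effect and no enzyme for full effect; nearly all actives have a fitted effect of over 35% in size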
# Anesthetic bind = qHTS Assay for Identification of Novel General Anesthetics; Ferritin light chain (Equus caballus), P02791; apoferritin/1-aminoanthracene competitive binding, fluorescence; Potency, µM (series often up to 77.5 µM), inactives show at the top dose activity change, negative = displacement, actives largely listed as inhibitors; 0.074% of 350,000 active; AID 485281, 2010; note: potency is the fitted concentration of half-maximal effect; % is set by controls: 0 for no effect and ±100 for the full control effect; nearly all actives have a fitted effect of over 20% in size
# Target sequence (P02791 2-175 limits assumed): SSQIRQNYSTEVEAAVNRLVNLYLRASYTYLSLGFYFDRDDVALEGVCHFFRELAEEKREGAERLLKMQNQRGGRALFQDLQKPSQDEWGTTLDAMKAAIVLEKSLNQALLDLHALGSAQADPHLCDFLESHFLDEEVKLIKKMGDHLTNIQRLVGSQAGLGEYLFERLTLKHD
#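 Concentration-response curves derived by four-parameter Hill fitting of normalized fluorescence, where compounds displaced 1-AMA from 10 uM horse apoferritin following a brief 10 min room-temperature incubation; propofol titration acted as positive control.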
# POLB inh = qHTS Assay for Inhibitors of DNA Polymerase Beta | Pol beta primer extension/strand displacement, fluorescence kinetic | Potency, µM (series often up to 114 µM), for inactives: at the top dose activity change, negative = inhibition, hits mostly inhibitors | 1.3% of 340,000 active | AID 485314, 2010; note: potency is the fitted concentration of half-maximal effect; % is set by controls: 0 for no effect and ±100 for the full control effect
#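 Values derive from four-parameter Hill fits of normalized kinetic data: reads at 0 and 10 min following addition of 50 nM substrate to 10 nM Pol beta preincubated 15 min with compound.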
# APE1 inh = qHTS Assay for Inhibitors of the Human Apurinic/apyrimidinic Endonuclease 1 (APE1); AID 2517, 2012; 0.35% of 350,000 active; DNA repair nuclease/redox regulator APEX1 (Homo sapiens), P27695; Potency, µM (doses to about 65.8 µM), for inactives: at the top dose activity change, negative = inhibition, actives largely listed as inhibitors; recombinant APE1, TAMRA/BHQ-2 abasic DNA cleavage fluorescence;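 note: potency is the fitted concentration of half-maximal effect; plate controls were vehicle for no effect and reference inhibitor for full effect; nearly all actives have a fitted effect of over 55% in size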
#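 Endonuclease cleavage of a quenched abasic-site DNA duplex (50 nM) by APE1 (0.75 nM) was tracked by TAMRA dequenching. Compounds were preincubated with enzyme 15 min at room temperature; data normalized to buffer-only and DMSO wells plus NSC13755 control.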
# PGK inhibitor = qHTS Assay to Find Inhibitors of Phosphoglycerate Kinase; Phosphoglycerate kinase, glycosomal (Trypanosoma brucei brucei), P07378; PGK/GAPDH coupled, Kinase-Glo luminescence, 60 min; Potency, µM (series often up to 57.5 µM), without a hit: at the top dose activity change, negative = inhibition, hits mostly inhibitors; 0.043% of 380,000 active; note: potency is the fitted concentration of half-maximal effect; % is set by controls: 0 for no effect and ±100 for the full control effect; nearly all actives have a fitted effect of over 60% in size
#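 Luminescent ATP detection (Kinase-Glo Plus) follows a 60-minute room-temperature incubation, with wells lacking PGK as controls. Buffer: 100 mM TEA (pH 7.6), 5 mM MgCl2, 0.01% Tween-20. Coupling enzyme GAPDH (100 nM final) supplies unstable 1,3-BPG in-well.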
# RXFP1 antagonist = qHTS Assay for Antagonists of the Relaxin Receptor RXFP1; activity change, negative = inhibition, % at 57.5 µM; Relaxin receptor 1 (Homo sapiens), Q9HBX9; 0.59% of 350,000 active; AID 1259400, 2018; HEK293-RXFP1, relaxin-stimulated cAMP HTRF, 30 min; hits give low values;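 active = activity change of -60% or lower, but not beyond a set lower limit; inconclusive = change between -60% and -40%, or beyond the set limit; inactive = change above -40%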; note: % is set by controls: 0 for no effect and ±100 for the full control effect
# Target sequence (Q9HBX9 whole entry, looked up): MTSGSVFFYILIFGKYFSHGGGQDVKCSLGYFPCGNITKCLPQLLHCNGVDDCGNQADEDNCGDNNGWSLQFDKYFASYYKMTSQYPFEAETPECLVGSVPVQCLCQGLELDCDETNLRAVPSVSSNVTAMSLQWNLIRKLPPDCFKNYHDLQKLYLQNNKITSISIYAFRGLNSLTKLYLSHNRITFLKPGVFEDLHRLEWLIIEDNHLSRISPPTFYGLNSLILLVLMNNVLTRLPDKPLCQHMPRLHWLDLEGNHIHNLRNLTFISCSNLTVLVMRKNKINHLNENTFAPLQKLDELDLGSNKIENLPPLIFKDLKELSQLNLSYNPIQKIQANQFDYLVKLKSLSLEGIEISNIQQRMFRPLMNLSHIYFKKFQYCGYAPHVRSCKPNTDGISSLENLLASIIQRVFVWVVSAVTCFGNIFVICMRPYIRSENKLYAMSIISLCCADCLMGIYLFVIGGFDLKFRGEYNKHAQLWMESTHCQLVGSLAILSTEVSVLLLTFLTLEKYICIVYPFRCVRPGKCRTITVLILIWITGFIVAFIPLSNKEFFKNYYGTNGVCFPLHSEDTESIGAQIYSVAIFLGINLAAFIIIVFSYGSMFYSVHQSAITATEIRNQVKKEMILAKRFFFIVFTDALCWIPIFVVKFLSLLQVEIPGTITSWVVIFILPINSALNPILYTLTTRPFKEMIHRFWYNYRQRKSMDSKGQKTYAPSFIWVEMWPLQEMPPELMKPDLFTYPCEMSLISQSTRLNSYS
# POLH inh = qHTS for Inhibitors of Polymerase Eta; AID 588591, 2011; DNA polymerase eta (Homo sapiens), Q9Y253; recombinant Pol eta, fluorescent DNA replication assay; Potency, µM (top dose mostly 114 µM), for inactives: at the top dose activity change, negative = inhibition, most hits filed as inhibitors; 1.2% of 390,000 active; note: potency is the fitted concentration of half-maximal effect; % is set by controls: 0 for no effect and ±100 for the full control effect
#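 Fluorescent replication assay: 50 nM final substrate added after a 15 min room-temperature compound preincubation with 10 nM enzyme. Signal taken at 0 min and again at 10 min.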
# Pol kappa inh = qHTS for Inhibitors of Polymerase Kappa; DNA polymerase kappa (Homo sapiens), Q9UBT6; Potency, µM (top dose mostly 107 µM), without a hit: at the top dose activity, negative = inhibition, most hits filed as inhibitors; AID 588579, 2011; purified Pol kappa, fluorescent DNA synthesis assay, 10 min; 0.53% of 400,000 active; note: potency is the fitted concentration of half-maximal effect; % is set by controls: 0 for no effect and ±100 for the full control effect
#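 50 nM final substrate added after 15 min RT preincubation of 10 nM Pol kappa with compound; fluorescence read at 0 and 10 min.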
# The depositor's hits bear a star; i = inactive; u = inconclusive; x = not tested or not shown; ! = not confirmed by another sample; [ ] = another dose, or the depositor's remark. Unless noted, calls come from the whole dose curve; as a rule, active = well fitted curve in the direction sought with a large enough effect; inconclusive = small, poorly fitted or top-dose-only effect, or another doubt; inactive = no such curve, though single readings can be large; an effect the other way counts as inactive or inconclusive.
SMILES | POLI inh | BLM inh | Anesthetic bind | POLB inh | APE1 inh | PGK inhibitor | RXFP1 antagonist | POLH inh | Pol kappa inh
C=CCC1=C/C(=C\c2c(N)n3nc(CC(=O)N4CCOCC4)sc3nc2=O)C=C(OC)C1=O | 22.4µM* | -14.1% | 8.0% | u | 6.1% | -10.2% | 0.9 | 31.6µM* | u
Cc1ccccc1OCCn1cc(C(=O)C(=O)N2CCOCC2)c2ccccc21 | 163.2%[activator] | -13.0% | -15.4% | 0.6% | 2.3% | -8.0% | -6.9 | -21.0% | -3.1%
COc1ccc2c(c1)CCc1c(C(=O)Nc3cnn(Cc4ccc(Cl)cc4Cl)c3)noc1-2 | 45.5%[activator] | -7.9% | -6.8% | 2.1% | x | -8.0% | -4.8 | -12.7% | -2.8%
O=C(NNC(=O)c1ccc(SCC2CCCO2)c([N+](=O)[O-])c1)c1ccc(F)cc1 (stereo not given) | 3.4% | -2.8% | u | -12.2% | 0.1% | 1.7% | -3.2 | -4.5% | -13.8%
CN(C)c1ccc(/C=C/c2ccc3ccccc3[n+]2C)cc1 | 39.8µM*! | u | -10.8% | 17.8µM* | -1.7% | -29.1% | -91.9* | u | 50.1µM*
COc1ccc(Cn2nnc3c(=O)[nH]c(C4CCCN(C(=O)c5ccc(C)cc5)C4)nc32)cc1 (stereo not given) | 32.1%[activator] | -0.1% | -17.6% | -2.0% | x | x | -1.3 | x | -12.8%
COc1ccccc1N(CC(=O)NCC1CCCO1)C(=O)CNS(=O)(=O)c1ccc(Cl)cc1 (stereo not given) | 5.7% | -1.1% | -6.7% | 14.4% | 2.4% | -3.1% | 2.0 | 5.7% | -2.8%
COc1ccc(-n2nc(C(=O)NCC(=O)N3CCCCCC3)c3ccccc3c2=O)cc1OC | 22.9% | -2.5% | -6.3% | 98.6% | 13.1% | -0.1% | 0.2 | -16.0% | 2.2%
CCOc1cc(C(=O)OC(C)C(=O)Nc2ccc(S(N)(=O)=O)cc2)ccc1OCC(=O)N1CCOCC1 (stereo not given) | 3.8% | x | x | x | 18.9% | -6.8% | -2.2 | -4.9% | 2.3%
O=C(Nc1ccncc1)c1ccc(Cl)c(S(=O)(=O)N2CCc3ccccc32)c1 | 8.7% | x | x | x | -8.4% | 2.2% | 14.4 | -1.7% | -3.7%
O=C(NC1CCCCC1)c1cccnc1Sc1ccccc1 | 13.2% | -1.6% | -7.6% | 29.8% | 26.1% | -6.9% | -10.7 | -3.1% | u
Cc1ccc(-c2noc(CCC(=O)Nc3ccc4c(c3)OCO4)n2)cc1 | -1.2% | 0.4% | -7.9% | 35.5% | -1.4% | 0.8% | -3.7 | -10.6% | -15.2%
COc1ccc(C2=NS(=O)(=O)N(C)C(C(=O)Nc3ccc(C)cc3)=C2)cc1 | 0.5% | -9.7% | u | u | 13.1% | -6.7% | -19.8 | -26.5% | -9.8%
Cc1cc(=O)n2nc(N3CCCC3C(=O)Nc3ccc(C(C)C)cc3)sc2n1 (stereo not given) | -23.7% | 0.3% | u | 5.6% | -2.3% | -5.1% | -4.2 | -4.9% | 3.2%
CC(=O)Nc1ccc(SCCN2CCN(CCc3ccccc3)CCC2=O)cc1 | u | -16.6% | -4.9% | x | 18.9% | x | x | x | -2.3%
O=C(CN1C(=O)c2ccccc2S1(=O)=O)Nc1ccc(S(=O)(=O)N2CCCCC2)cc1 | 6.9% | -5.6% | -11.4% | -0.7% | 0.7% | -1.0% | -0.2 | -22.3% | -15.2%
CCOc1ccccc1NC(=O)CN1c2cccc3cccc(c23)S1(=O)=O | 40.0%[activator] | x | x | x | 7.2% | -11.1% | 0.6 | -15.9% | -7.6%
COc1ccc(NC(=O)c2oc3ccccc3c2NC(=O)C2CC2)c(OC)c1 | 15.6% | -2.2% | -5.3% | 9.6% | 21.6% | -6.5% | -3.3 | -12.1% | 2.2%
CCS(=O)(=O)N1CC(=O)N(c2ccc(Cl)cc2C)C(C)(C(=O)NC2CCCCCC2)C1 (stereo not given) | 13.8% | -2.2% | -1.2% | 22.5% | x | 3.4% | -4.5 | -17.8% | -10.9%
CCOC(=O)c1c(NC(=O)CSc2nc3ccc(C)cc3[nH]2)sc2c1CC(C)(C)NC2(C)C | 26.9% | x | x | x | 35.2% | 1.4% | -34.9 | -24.9% | -17.8%
O=C(CCc1nnc(CCCCc2ccccc2)o1)NC(c1cccnc1)C(F)(F)F (stereo not given) | 17.6% | -3.0% | u | 27.6% | 2.4% | -3.7% | 1.8 | -2.6% | -5.5%
C#CCOCCOCCOCCNc1nc(N2CCN(C(=O)C([C@@H](C)O)n3cc([C@@H](N)CCCCN)nn3)CC2)nc(N2CCN(C(=O)[C@H](CC(N)=O)n3cc([C@@H](N)C(C)C)nn3)CC2)n1 (stereo not given in full) | -1.9% | x | x | x | -8.2% | -6.7% | x | -1.9% | -3.3%
O=C(COC(=O)C1CC1)NCCNC(=O)COC(=O)C1CC1 | -17.8% | x | x | x | 4.5% | -0.5% | 6.7 | -16.4% | 5.8%
O=C(N/N=C/c1cccs1)c1ccc(NC(=O)c2ccccc2Cl)cc1 | 10.0% | -15.4% | -3.1% | 0.0%[57.1 µM] | u | i | -13.6 | -11.5% | -16.5%
COc1cc(OC)c(OC)cc1C#N | 15.1% | -8.4% | -4.7% | 51.8% | u | 3.0% | x | -15.8% | -6.1%
Cc1ccccc1CC1(CO)CCCN(C(=O)c2ccc3ncccc3c2)C1 (stereo not given) | 97.2%[activator] | -3.2% | -15.1% | 35.9% | 4.9% | -7.0% | 7.4 | -18.0% | 0.7%
COc1ccc(OC)c(C2c3c(oc4ccc(C)cc4c3=O)C(=O)N2CCCN(C)C)c1 (stereo not given) | 20.5% | 0.2% | 1.7% | -2.4% | x | 1.7% | 4.1 | -5.8% | -14.0%[60.1 µM]

# Gathered by group: those above containing a halogen.
SMILES | POLI inh | BLM inh | Anesthetic bind | POLB inh | APE1 inh | PGK inhibitor | RXFP1 antagonist | POLH inh | Pol kappa inh
COc1ccc2c(c1)CCc1c(C(=O)Nc3cnn(Cc4ccc(Cl)cc4Cl)c3)noc1-2 | 45.5%[activator] | -7.9% | -6.8% | 2.1% | x | -8.0% | -4.8 | -12.7% | -2.8%
O=C(NNC(=O)c1ccc(SCC2CCCO2)c([N+](=O)[O-])c1)c1ccc(F)cc1 (stereo not given) | 3.4% | -2.8% | u | -12.2% | 0.1% | 1.7% | -3.2 | -4.5% | -13.8%
COc1ccccc1N(CC(=O)NCC1CCCO1)C(=O)CNS(=O)(=O)c1ccc(Cl)cc1 (stereo not given) | 5.7% | -1.1% | -6.7% | 14.4% | 2.4% | -3.1% | 2.0 | 5.7% | -2.8%
O=C(Nc1ccncc1)c1ccc(Cl)c(S(=O)(=O)N2CCc3ccccc32)c1 | 8.7% | x | x | x | -8.4% | 2.2% | 14.4 | -1.7% | -3.7%
CCS(=O)(=O)N1CC(=O)N(c2ccc(Cl)cc2C)C(C)(C(=O)NC2CCCCCC2)C1 (stereo not given) | 13.8% | -2.2% | -1.2% | 22.5% | x | 3.4% | -4.5 | -17.8% | -10.9%
O=C(CCc1nnc(CCCCc2ccccc2)o1)NC(c1cccnc1)C(F)(F)F (stereo not given) | 17.6% | -3.0% | u | 27.6% | 2.4% | -3.7% | 1.8 | -2.6% | -5.5%
O=C(N/N=C/c1cccs1)c1ccc(NC(=O)c2ccccc2Cl)cc1 | 10.0% | -15.4% | -3.1% | 0.0%[57.1 µM] | u | i | -13.6 | -11.5% | -16.5%

# The list is partial; count on the stated rates, not on these rows.
